Source: PubChem BioAssay (National Center for Advancing Translational Sciences (NCATS))
EPAC1 ag = activates human EPAC1 exchange factor | EPAC1 agonist qHTS, biochemical assay; response scale: 100% = response to 6.5 mM cAMP | Potency, µM (doses to about 154 µM), for the others: at the highest dose activation, usual class: activators | 360,000 tested, 0.073% active | AID 720707; further: potency means the concentration at half of the fitted maximal effect; nearly all actives have a fitted effect of over 60% in size
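Nucleotide exchange by EPAC1 (100 nM) on Rap1B–BODIPY-GDP (250 nM) in the presence of 50 uM GDP is tracked fluorescently at 480/540 nm over 30 min. Signals are normalized to a 6.5 mM cAMP control.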
PLK1 PBD block = blocks phosphopeptide binding to human PLK1 polo-box domain | Plk1 PBD binding of FITC phosphopeptide, fluorescence polarization | Potency, µM, for the others: max response, negative = inhibition, hits mostly inhibitors | 360,000 tested, 2.8% active | AID 720504; further: potency means the concentration at half of the fitted maximal effect; series mostly up to about 57 µM; on the % scale 0 is the no-effect control and ±100 the full control effect; nearly all actives have a fitted effect of over 65% in size
Target sequence (P53350 whole entry, looked up, the tested form may be a part): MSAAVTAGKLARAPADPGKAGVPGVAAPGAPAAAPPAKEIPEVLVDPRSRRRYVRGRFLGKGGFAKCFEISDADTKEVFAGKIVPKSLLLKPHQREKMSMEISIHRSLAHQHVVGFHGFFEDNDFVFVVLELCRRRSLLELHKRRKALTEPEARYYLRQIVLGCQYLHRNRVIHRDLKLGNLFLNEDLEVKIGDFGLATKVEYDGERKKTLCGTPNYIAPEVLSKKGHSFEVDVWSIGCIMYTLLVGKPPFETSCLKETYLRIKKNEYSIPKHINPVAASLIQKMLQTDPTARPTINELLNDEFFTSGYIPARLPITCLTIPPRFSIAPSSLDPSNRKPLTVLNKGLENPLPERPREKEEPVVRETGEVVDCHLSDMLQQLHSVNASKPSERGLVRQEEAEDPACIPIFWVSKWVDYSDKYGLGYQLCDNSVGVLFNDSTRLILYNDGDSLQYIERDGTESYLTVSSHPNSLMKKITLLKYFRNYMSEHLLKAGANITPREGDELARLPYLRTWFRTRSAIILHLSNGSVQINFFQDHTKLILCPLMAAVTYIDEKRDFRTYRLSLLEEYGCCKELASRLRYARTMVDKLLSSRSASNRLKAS
PI5P4K alpha inh = blocks human PI5P4K alpha kinase activity; 330,000 tested, 1.2% active; max response, %; PI5P4Kalpha enzyme, ADP-Glo luminescence, 60 min; hits give low values; AID 652105; active means max response of -50% or lower; inconclusive means between -30% and -50%; inactive means -30% or higher; further: value at the top dose of about 77 µM; on the % scale 0 is the no-effect control and ±100 the full control effect
Target sequence (P48426 whole entry, looked up): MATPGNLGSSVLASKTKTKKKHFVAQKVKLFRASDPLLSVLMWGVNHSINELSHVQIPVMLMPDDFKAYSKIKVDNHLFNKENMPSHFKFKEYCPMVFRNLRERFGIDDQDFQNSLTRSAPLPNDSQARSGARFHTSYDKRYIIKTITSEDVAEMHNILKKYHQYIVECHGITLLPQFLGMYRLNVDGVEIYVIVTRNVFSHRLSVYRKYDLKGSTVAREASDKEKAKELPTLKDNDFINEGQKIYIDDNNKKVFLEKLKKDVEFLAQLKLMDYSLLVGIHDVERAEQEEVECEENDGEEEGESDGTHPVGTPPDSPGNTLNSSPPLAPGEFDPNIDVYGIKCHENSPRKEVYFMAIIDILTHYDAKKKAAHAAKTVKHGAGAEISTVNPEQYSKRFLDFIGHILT
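Luminescence from ADP-Glo served as readout of PI5P4Kalpha activity in a qHTS format. Reaction: enzyme, substrate, compound, ATP at 5 microM final, 60 min at RT.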
CCT chaperon mod = changes cytosolic chaperonin activity; purified chaperonin ATPase assay, HTRF ADP detection, 30 min; activity change, % (concentration not given with the values), hits read low; 360,000 tested, 0.3% active; AID 651819; in the data active means activity change below about -30%; further: on the % scale 0 is the no-effect control and ±100 the full control effect
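TRiC (40 or 20 nM final, by batch activity) in 30 mM Tris pH 7.4, 100 mM KCl, 5 mM MgCl2, 1 mM DTT was treated with compound at 76 uM single dose, then 10 uM ATP, 30 min at 37 °C. ADP was read by HTRF Transcreener.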
MmCpn inh = M. maripaludis TRiC chaperonin inhibition. purified Mm-Cpn ATPase, ADP Transcreener TR-FRET. 330,000 tested, 0.031% active. AID 504842. Potency, µM (titrated, usually from 76.9 µM), without a hit: top-dose activity, negative = inhibition, actives largely listed as inhibitors; further: potency means the concentration at half of the fitted maximal effect; on the % scale 0 is the no-effect control and ±100 the full control effect; nearly all actives have a fitted effect of over 80% in size
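ATP (10 uM final) was added to archaeal chaperonin (25 nM final) after 10 min exposure to test compound at 37°C; after 30 min further incubation, ADP was detected by competitive TR-FRET.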
EPAC1 antagonist = antagonists of human EPAC1; 360,000 tested, 0.14% active; EPAC1 GEF assay, Rap1b-BODIPY-GDP exchange fluorescence; Potency, µM (series often up to 115 µM), inactives show at the top dose activity change, negative = inhibition, most hits filed as inhibitors;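 further: potency means the concentration at half of the fitted maximal effect; plate controls were vehicle for no effect and positive control for full effect; nearly all actives have a fitted effect of over 50% in size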
EPAC2 antagonist = blocks human EPAC2 exchange factor; EPAC2 GEF exchange of Rap1B-BODIPY-GDP, fluorescence; Potency, µM (series often up to 114 µM), for the others: at the top dose activity, negative = inhibition, hits mostly inhibitors; 360,000 tested, 0.18% active; AID 720708; further: potency means the concentration at half of the fitted maximal effect; on the % scale 0 is the no-effect control and ±100 the full control effect; nearly all actives have a fitted effect of over 45% in size; many of its hits are not listed in these tables
WRN inhibitor = inhibitors of human WRN helicase. 360,000 tested, 0.46% active. WRN helicase unwinding, fluorescent forked duplex, kinetic. Q14191. Potency, µM (doses to about 114 µM), without a hit: at the top dose activity change, negative = inhibition, actives largely listed as inhibitors. AID 651768; further: potency means the concentration at half of the fitted maximal effect; on the % scale 0 is the no-effect control and ±100 the full control effect; nearly all actives have a fitted effect of over 55% in size
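WRN at 20 nM final was preincubated with compound for 15 min at room temperature; reaction started with 100 nM forked duplex oligonucleotide carrying fluorophore and quencher plus 2 mM ATP (final). Unwinding followed kinetically by red fluorescence (ex 525/em 598 nm).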
Numbers without * were called inactive; ? = inconclusive; · = no result given; & = joins results of further samples; [ ] = remark or other dose. Unless noted, the call rests on the fitted dose curve; in most records, active means well fitted curve in the direction sought with a large enough effect; inconclusive means small, poorly fitted or top-dose-only effect, or another doubt; inactive means no such curve, though single readings can be large; an effect the other way counts as inactive or inconclusive. An excerpt. The share of hits here may be higher or lower than overall.

cpd	Molecule	EPAC1 ag	PLK1 PBD block	PI5P4K alpha inh	CCT chaperon mod	MmCpn inh	EPAC1 antagonist	EPAC2 antagonist	WRN inhibitor
1	CCc1nnc(NC(=O)COc2ccccc2[N+](=O)[O-])s1	1.8%	-6.0%	-4.0	-0.8	-2.8%	-15.0%	15.1%	-0.8%
2	Cc1ccc(CSc2nnc(-c3ccccn3)n2Cc2cccs2)cc1	13.4%	-0.8%	-9.3	1.9	·	-10.4%	-25.1%	-9.9%
3	CCCCn1c(N)c(N(CC(C)C)C(=O)CN(C)Cc2cccc(OC)c2)c(=O)[nH]c1=O	-10.8%	-6.9%	-0.6	-1.1	-4.1%	3.0%	8.6%	4.2%
4	COC(=O)c1ccc(CSc2nnc(-c3ccc4c(c3)OCO4)n2-c2ccccc2)o1	-0.8%	-12.7%	-4.6	2.2	-3.1%	18.1%	23.0%	-34.2%[57.1 µM]
5	COc1ccc(NC(=S)NC(NC(=O)C(C)C)C(Cl)(Cl)Cl)c([N+](=O)[O-])c1 (stereo not given)	4.2%	26.7µM*	-24.3	-0.4	0.0%	-2.4%	-5.4%	-9.6%
6	Cc1cccc(NCc2ccc([N+](=O)[O-])s2)c1	9.4%	-5.8%	1.4	-1.1	-2.4%	1.5%	-0.1%	-22.7%
7	O=C(NC1CCC(C(=O)O)CC1)OCc1ccccc1 (stereo not given)	-2.7%&4.3%&11.0%	6.6%&-7.6%&-5.9%	-11.6&-9.9&0.3	-0.8&-2.1&0.5	-0.2%&-9.5%	-1.2%&6.6%&8.1%	7.6%&5.7%&-1.5%	-2.0%&-25.2%&9.8%
8	COc1cccc(CN2CCNC(=O)C2CC(=O)NCc2cn3ccc(C)cc3n2)c1OC (stereo not given)	6.2%	-12.2%	2.9	-1.1	0.4%	-1.3%	-4.7%	-2.4%

(listing goes on)
cpd	Molecule	EPAC1 ag	PLK1 PBD block	PI5P4K alpha inh	CCT chaperon mod	MmCpn inh	EPAC1 antagonist	EPAC2 antagonist	WRN inhibitor
9	Cc1cc(NC(=O)CSc2ccc3nnc(-c4cccs4)n3n2)no1	-19.2%	-5.6%	-3.8	-0.2	-6.5%	6.9%	-6.9%	-0.4%
10	O=C(NCC1CCCO1)c1ccc(CS(=O)(=O)c2c(Cl)cccc2Cl)o1 (stereo not given)	-6.1%	-3.9%	-0.5	-1.8	-0.1%	-4.3%	3.7%	-2.1%
11	CC(c1ccco1)N(C(=O)c1ccccc1NS(=O)(=O)c1ccc(Cl)c([N+](=O)[O-])c1)c1ccccn1 (stereo not given)	-5.2%	-16.2%	0.7	1.7	1.3%	25.1%	-2.7%	9.1%
12	Cc1nn(CC(=O)NCCc2ccccc2)c(=O)c2cccn12	-2.3%	-4.4%	-0.5	1.0	4.2%	2.8%	6.2%	-1.1%
13	O=C(Nc1ccc(S(=O)(=O)NCC2CCCO2)cc1)c1cccc(F)c1 (stereo not given)	6.9%	-7.1%	0.4	-1.0	-0.3%	-5.9%	0.0%	-4.4%[57.1 µM]
14	COc1ccccc1NC(=O)Cn1c2ccccc2c2nc3n(c(=O)c21)CCS3	-3.4%	-9.6%	1.8	1.8	2.6%	8.0%	2.7%	17.0%
15	CC1(C)CC(NC(=O)C2CCN(S(=O)(=O)c3ccc(F)cc3)CC2)CC(C)(C)N1	20.8%	-4.7%	0.0	2.4	1.6%	-22.0%	-0.8%	-2.5%
16	NS(=O)(=O)c1ccc(N=Nc2ccc(O)c3ncccc23)cc1	-28.7%	-5.5%	-79.4*	0.6	-4.9%	3.1%	-21.4%	-3.1%

(more compounds)
cpd	Molecule	EPAC1 ag	PLK1 PBD block	PI5P4K alpha inh	CCT chaperon mod	MmCpn inh	EPAC1 antagonist	EPAC2 antagonist	WRN inhibitor
17	O=C(Nc1ccc(S(=O)(=O)Nc2ncccn2)cc1)c1ccc2ncsc2c1	0.6%	-23.7%	?	-0.1	-10.3%	-31.2%	3.3%	-4.3%
18	Nc1cccc2c1C(=O)c1ccc(Cl)cc1C2=O	7.4%	?	3.3	-2.3	·	6.0%	-5.4%	-22.7%
19	CCOc1ccc(C(=O)Nc2cccc(-c3nc4ccccc4[nH]3)c2C)cc1[N+](=O)[O-]	-5.7%	-6.6%	1.9	-6.9	-0.9%	-22.9%	-8.8%	-30.0%[57.1 µM]
20	Cc1ccc2c(CN3C(=O)NC(C)(c4ccc5c(c4)OCO5)C3=O)cc(=O)oc2c1 (stereo not given)	15.6%	11.2%&-7.8%	·	-3.6	-23.5%	-13.5%	-5.8%	3.3%
21	CCc1ccc(NC(=O)c2cc(-c3cccs3)on2)cc1	12.9%	-3.7%	7.5	0.0	-0.7%	-1.8%	4.9%	-0.8%
22	Nc1ncnc2c(C3OC(CO)C(O)C3O)c[nH]c12 (stereo not given)	0.8%	2.1%	14.1	-2.2	·	-1.7%	-0.4%	3.9%
23	COC(=O)C1=C(C(=O)OC)C(c2ccccc2O)c2sc(=O)[nH]c2S1 (stereo not given)	5.1%	4.23µM*	-28.1	-3.1	-20.1%	?	-14.7%	?
24	Cc1cc(-c2ccccc2)nc2[nH]n(-c3ccccc3)c(=O)c12	-1.2%	2.4%	-4.4	-1.3	-4.2%	0.4%	-0.6%	-11.9%

(continued)
cpd	Molecule	EPAC1 ag	PLK1 PBD block	PI5P4K alpha inh	CCT chaperon mod	MmCpn inh	EPAC1 antagonist	EPAC2 antagonist	WRN inhibitor
25	CC(C)c1nc(N2CCOCC2)c(C#N)c2c1CCCC2	1.3%	-18.7%	4.3	-1.3	0.0%	-7.1%	-3.2%	-7.5%
26	CCOc1ccc(-c2noc(-c3cccnc3)n2)cc1OC	-2.7%	-2.1%	-3.8	-3.4	-2.2%	-17.5%	-4.8%	-14.6%
27	CCOC(=O)/C(C#N)=C\C1=C(N2CCCC2)CC(C)(CC)OC1 (stereo not given)	-5.6%	0.0%	8.4	-1.5	?	11.3%	8.6%[57.1 µM]	0.0%
28	CCCN(CC(=O)Nc1ccccc1C)C(=O)C1CCN(S(=O)(=O)c2ccc3c(c2)OCCO3)CC1	9.1%	2.1%	-2.8	-5.6	·	-5.0%	3.2%	-1.9%
29	CCOC(=O)c1c(NC(=O)COC(=O)c2ccccn2)sc(C(=O)N(C)C)c1C	-3.7%	-7.3%	-4.5	-0.6	0.8%	-0.9%	5.6%	-2.5%
30	COc1cccc2cc(-c3nnc(SCC(=O)Nc4ccc(NC(C)=O)cc4)n3C)oc12	-1.5%	-2.9%	2.2	0.9	-0.1%	-7.9%	1.8%	-0.3%
31	CCOC(=O)c1ccc(NC(=O)c2nc[nH]c2C(=O)N[C@H](C)CO)cc1	-15.8%	16.7%	-3.5	0.7	·	-1.4%	1.9%	8.2%
32	COCCNC(=O)CCn1nc(-c2ccc(Cl)cc2)ccc1=O	10.4%	-4.5%	-0.6	0.7	0.4%	15.9%	0.9%	7.3%

Additional compounds.
cpd	Molecule	EPAC1 ag	PLK1 PBD block	PI5P4K alpha inh	CCT chaperon mod	MmCpn inh	EPAC1 antagonist	EPAC2 antagonist	WRN inhibitor
33	CCc1nc2ccc(C(=O)N3CCN(S(=O)(=O)CC)CC3)cn2c1N(CC)CCN(C)C	-3.6%	-5.0%	0.4	0.3	·	10.4%	7.2%	3.5%
34	CCOc1ccccc1NC(=O)c1cc(-c2ccncc2)nc2c(Cl)cccc12	6.9%	0.9%	2.0	1.3	-3.5%	-0.4%	-2.0%	-21.7%
35	CCN(Cc1ccccc1)C(=O)c1ccc(NC(=O)c2ccc(OC)cc2)cc1	13.6%	-14.3%	2.6	0.4	0.0%	3.2%	-12.6%	-5.2%
36	O=[N+]([O-])c1ccc(NNC(=S)Nc2ccccc2)cc1	2.9%	?	?	-1.3	-0.1%	6.4%	6.4%	-2.2%
37	CN(/C(=N/S(=O)(=O)c1cccs1)c1ccccc1)c1ccccc1	-3.3%	0.0%	1.0	1.1	1.2%	5.8%	9.2%	-5.7%
38	CCOC(=O)N1CCC(NC(=O)c2oc3c(F)cccc3c2C)CC1	3.2%	-8.7%	16.6	-3.1	-0.5%	10.8%	10.9%	2.8%[57.1 µM]
39	COc1cccc(CCc2nc3ccccc3c(=O)n2N)c1	-7.5%	-10.8%	0.6	-1.8	·	-2.7%	-7.6%	4.9%
40	O=C(C[n+]1ccc(/C=N/O)cc1)N1CCCCC1	1.1%	0.6%	5.4	-0.8	0.7%	13.9%	9.5%	-16.0%

7 structures from above, arranged by molar mass, smallest number first:
cpd	Molecule	EPAC1 ag	PLK1 PBD block	PI5P4K alpha inh	CCT chaperon mod	MmCpn inh	EPAC1 antagonist	EPAC2 antagonist	WRN inhibitor
36	O=[N+]([O-])c1ccc(NNC(=S)Nc2ccccc2)cc1	2.9%	?	?	-1.3	-0.1%	6.4%	6.4%	-2.2%
39	COc1cccc(CCc2nc3ccccc3c(=O)n2N)c1	-7.5%	-10.8%	0.6	-1.8	·	-2.7%	-7.6%	4.9%
37	CN(/C(=N/S(=O)(=O)c1cccs1)c1ccccc1)c1ccccc1	-3.3%	0.0%	1.0	1.1	1.2%	5.8%	9.2%	-5.7%
31	CCOC(=O)c1ccc(NC(=O)c2nc[nH]c2C(=O)N[C@H](C)CO)cc1	-15.8%	16.7%	-3.5	0.7	·	-1.4%	1.9%	8.2%
35	CCN(Cc1ccccc1)C(=O)c1ccc(NC(=O)c2ccc(OC)cc2)cc1	13.6%	-14.3%	2.6	0.4	0.0%	3.2%	-12.6%	-5.2%
34	CCOc1ccccc1NC(=O)c1cc(-c2ccncc2)nc2c(Cl)cccc12	6.9%	0.9%	2.0	1.3	-3.5%	-0.4%	-2.0%	-21.7%
33	CCc1nc2ccc(C(=O)N3CCN(S(=O)(=O)CC)CC3)cn2c1N(CC)CCN(C)C	-3.6%	-5.0%	0.4	0.3	·	10.4%	7.2%	3.5%

Following part:
cpd	Molecule	EPAC1 ag	PLK1 PBD block	PI5P4K alpha inh	CCT chaperon mod	MmCpn inh	EPAC1 antagonist	EPAC2 antagonist	WRN inhibitor
41	O=C(O)c1ccc(NC(=O)c2ccccc2NC(=O)c2cccc(F)c2)cc1	-2.3%	-2.3%	-3.0	0.1	1.2%	-35.5%	-0.3%	-6.1%
42	CCOC(=O)C1CCCN(C(=O)c2ccc(CS(=O)(=O)Cc3ccccc3C)o2)C1 (stereo not given)	-5.7%	-5.8%	4.8	0.2	-4.1%	1.0%	11.0%	5.6%
43	CCOc1ccc(-c2nc(S(=O)(=O)c3ccccc3)c(NC)o2)cc1	-0.4%	2.7%	-2.8	1.9	-0.2%	-2.7%	17.7%	-7.2%
44	Cc1cc(C(=O)NCc2csc(-c3ccccc3)n2)no1	-12.8%	-2.5%	-1.6	-0.8	-2.0%	-6.7%	5.8%	7.6%
45	O=C(CCC(=O)OCc1ccc([N+](=O)[O-])cc1Cl)Nc1ccccc1	-4.0%	3.0%	0.8	0.2	0.1%	4.1%	7.9%	3.4%
